Screening results as filed in PubChem.
AID2073 – disruptors of CaV2.2 binding to Mint1 – biochemical, HTRF (AID 2073); HTRF protein-protein interaction, Mint1-CaV2.2; higher % means a stronger effect; one-dose inhibition, % at 20 µM; IC50 in µM for titrated hits; 290,000 tested, 0.19% active; in the data active means inhibition mostly above about 51%, no sharp cut-off; inconclusive means no clear call, values can overlap the other calls; inactive means mostly below about 53%; further: some results filed as inactive read as strong as hits
LYP phosphatase – inhibitors of LYP phosphatase, biochemical, fluorescence intensity, uHTS (AID 1779); 290,000 tested, 0.054% active; recombinant LYP phosphatase, fluorescence intensity; higher % means a stronger effect; one-dose inhibition, % at 11.5 µM; IC50 in µM for titrated hits; in the data active means inhibition above about 50%;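 further: plate controls were vehicle with enzyme for no effect and no enzyme for full effect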
WT yeast gro inh – growth inhibition of WT yeast, mitochondrial fusion screen; mitochondrial fusion phenotypic screen, WT strain; inhibition, % at 10 µM; 190,000 tested, 2.1% active; AID 1362; in the data active means inhibition above about 58%; tested in S. cerevisiae
NTR1 agonist – agonists of NTR1, primary screen, imaging, U2OS cells, beta-arrestin-GFP, high content (AID 493036). P30989. NTR1-U2OS beta-arrestin-GFP spot imaging, agonist mode. activation, % at 20 µM. 330,000 tested, 0.17% active;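 active means activation at or above 40% of the spot to cytoplasm intensity ratio, with at least 20 cells analyzed; inconclusive means wells under 20 cells, flagged as cytotoxic or low count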;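 further: 0% = DMSO without peptide and 100% = 100 nM NTR1 peptide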
Target sequence (P30989 whole entry, looked up): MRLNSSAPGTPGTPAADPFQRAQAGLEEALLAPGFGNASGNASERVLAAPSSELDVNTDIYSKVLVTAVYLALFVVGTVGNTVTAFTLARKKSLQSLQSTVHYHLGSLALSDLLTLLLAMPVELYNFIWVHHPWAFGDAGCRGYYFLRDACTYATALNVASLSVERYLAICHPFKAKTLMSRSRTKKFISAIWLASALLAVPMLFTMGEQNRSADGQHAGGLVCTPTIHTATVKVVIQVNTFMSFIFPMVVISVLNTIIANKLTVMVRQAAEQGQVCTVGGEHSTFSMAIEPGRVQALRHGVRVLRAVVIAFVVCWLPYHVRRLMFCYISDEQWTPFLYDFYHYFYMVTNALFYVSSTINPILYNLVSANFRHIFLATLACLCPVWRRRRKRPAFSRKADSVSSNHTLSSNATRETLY
Dengue-2 NS5 capping – flavivirus cap methylation enzyme inhibition – biochemical, confirmation dose response, primary screen (AID 588689) | 340,000 tested, 0.3% active | inhibition, % at 25 µM; hits with a dose series show IC50 in µM | Dengue-2 NS5 methyltransferase capping enzyme assay, biochemical; higher % means a stronger effect; in the data active means a potency from the dose series; inconclusive means inhibition above about 29% without an active follow-up result
K1F lysis inhibition – protection from phage-mediated lysis, alamar blue read-out – E. coli UTI89, K1F phage, bacterial capsule biogenesis inhibitors (AID 488966); inhibition, % at 100 µM; hits with a dose series show IC50 in µM; 340,000 tested, 0.02% active; E. coli UTI89 K1F phage lysis, alamar blue, 2 h; higher % means a stronger effect;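 active means phage lysis inhibition, versus mean bacterial control, above a set limit; inconclusive means no clear call, values can overlap the other calls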;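 further: capsule biogenesis inhibitors block K1F phage lysis so surviving cells raise fluorescence; higher fluorescence means more inhibition of phage lysis; actives were called in the ten point dose series up to 300 µM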
Autophagy mod – alters autophagy in cells | MEF GFP-LC3 puncta imaging; test concentration mostly 10 µM | calls only at 10 µM (by protocol) | 190,000 tested, 0.98% active | AID 463193;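 active means percentage of spot-positive cells more than 3 SD above its plate mean, without a fluorescence outlier flag or 80% toxicity; inconclusive means no clear call, values can overlap the other calls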;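 further: spot-positive cell cutoff set from DMSO-treated cells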
GPR35 antagonists – GPR35 antagonists blocking zaprinast-driven arrestin recruitment, primary screen, imaging, U2OS, beta-arrestin-GFP, zaprinast agonist (AID 2058); 290,000 tested, 0.052% active; U2OS GPR35 beta-arrestin-GFP translocation imaging, zaprinast antagonism; higher % means a stronger effect; inhibition, % at 10 µM, or IC50 in µM where a hit was titrated;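 active means inhibition of at least 50% with at least 30 cells and total cytoplasm GFP at most 10,000,000; inconclusive means under 30 cells or total GFP of 10,000,000 plus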
RSV CPE inhibition – RSV antiviral activity via CPE protection, HEp-2 cells, primary 10 µM value included (AID 2391); HEp-2 cells, RSV-induced CPE inhibition; higher % means a stronger effect; one-dose CPE inhibition, % at 10 µM; IC50 in µM for titrated hits; 310,000 tested, 0.13% active; in the data active means a potency from the dose series; inconclusive means CPE inhibition mostly from about 23% at the one dose, without a potency; inactive means the rest, 99 in 100 with CPE inhibition below about 21%; further: strong numbers were not always called active
WT yeast gro inh mutant strain – second read-out of WT yeast gro inh, no call of its own (marks repeat the call); inhibition, %; mitochondrial fusion phenotypic screen, mutant strain inhibition
Autophagy mod cell loss 18 h – recorded beside Autophagy mod, whose call it bears; toxicity, %; measured here: cell loss, nuclei count;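 cell loss after 18 h compound exposure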
NTR1 agonist cell count 20 µM – further read-out of NTR1 agonist, marked with its call; cell count; measured here: cell count, cytotoxicity flag
Dengue-2 NS5 capping pilot replicate – second read-out of Dengue-2 NS5 capping, no call of its own (marks repeat the call); inhibition, %; measured here: pilot screen replicate inhibition
* marks the source's active call; other numbers are inactive results; i = inactive; ? = inconclusive; . = not tested or not shown; [ ] = remark or other dose.

SMILES	AID2073	LYP phosphatase	WT yeast gro inh	WT yeast gro inh mutant strain	NTR1 agonist	NTR1 agonist cell count 20 µM	Dengue-2 NS5 capping	K1F lysis inhibition	Autophagy mod	Autophagy mod cell loss 18 h	GPR35 antagonists	RSV CPE inhibition	others
COc1ccc(C(=O)N2CCN(c3ccc([N+](=O)[O-])c(NCCc4ccc(OC)c(OC)c4)c3)CC2)cc1	11%	0%	6	8	0.7	70	6%	0.1%	i	19	8%	1.0%
COC(c1ccccc1)c1nnc(CCC(=O)N(C)CCc2ccccc2)o1 (stereo not given)	-13%	-7%	-2	-9	0.0	82	-6%	-0.1%	i	12	15%	2.3%
O=C(CCN1C(=O)c2ccccc2C1=O)Nc1ccc2c(c1)OCCO2	-3%	-8%	1	8	0.4	69	-6%	0.6%	i	26	-9%	-0.4%
CC(C)=CCN1CCN(Cc2nc(-c3ccc(F)cc3)cs2)CC1CCO (stereo not given)	-11%	-6%	.	.	-0.6	65	-3%	0.4%	.	.	-1%	-0.3%
Cc1ccc(SC(C)C(=O)NCc2cccnc2)cc1 (stereo not given)	-12%	-8%	-11	-11	-0.8	31	4%	0.4%	i	-1	7%	.
O=C1C2CC=CCC2C(=O)N1c1ccc(NCCc2ccc(Cl)cc2)c([N+](=O)[O-])c1 (stereo not given)	-4%	4%	15	-7	1.8	40	-6%	5.4%	i	8	-3%	3.0%
CCCC(=O)N=C1SC2CS(=O)(=O)CC2N1c1ccc(C(C)=O)cc1 (stereo not given)	-16%	-4%	.	.	-0.3	48	-8%	0.2%	i	-12	2%	1.1%
Clc1ccccc1Cn1c(/C=C/c2ccco2)nc2ccccc21	61%	6%	78*	2.7*	.	.	-14%	11%	i	0	-13%	15%
CSc1nc(N2CCOCC2)c2sccc2n1	-2%	-6%	4	4	0.9	33	2%	0.2%	i	10	3%	0.0%
Cc1cc(Br)c(S(=O)(=O)NCCN2CCOCC2)cc1C	16%	-11%	-3	20	-0.3	71	-7%	-0.7%	i	6	4%	0.9%
Cc1cc(N/N=C/c2ccc(Cl)cc2)nc(NCc2ccccc2)n1	8%	0%	96	97	18	94	-4%	0.0%	i	-9	6%	2.6%
CCN(CC)S(=O)(=O)c1ccc(C(=O)NCc2ccc3c(c2)cc(C)n3C)cc1	22%	1%	-6	-20	-0.1	80	-4%	-0.6%	i	3	-5%	1.9%

2 records picked at random from those above, as already listed:
SMILES	AID2073	LYP phosphatase	WT yeast gro inh	WT yeast gro inh mutant strain	NTR1 agonist	NTR1 agonist cell count 20 µM	Dengue-2 NS5 capping	K1F lysis inhibition	Autophagy mod	Autophagy mod cell loss 18 h	GPR35 antagonists	RSV CPE inhibition	others
O=C(CCN1C(=O)c2ccccc2C1=O)Nc1ccc2c(c1)OCCO2	-3%	-8%	1	8	0.4	69	-6%	0.6%	i	26	-9%	-0.4%
COc1ccc(C(=O)N2CCN(c3ccc([N+](=O)[O-])c(NCCc4ccc(OC)c(OC)c4)c3)CC2)cc1	11%	0%	6	8	0.7	70	6%	0.1%	i	19	8%	1.0%

Back to the main list, starting 4 compounds before the break.
SMILES	AID2073	LYP phosphatase	WT yeast gro inh	WT yeast gro inh mutant strain	NTR1 agonist	NTR1 agonist cell count 20 µM	Dengue-2 NS5 capping	K1F lysis inhibition	Autophagy mod	Autophagy mod cell loss 18 h	GPR35 antagonists	RSV CPE inhibition	others
CSc1nc(N2CCOCC2)c2sccc2n1	-2%	-6%	4	4	0.9	33	2%	0.2%	i	10	3%	0.0%
Cc1cc(Br)c(S(=O)(=O)NCCN2CCOCC2)cc1C	16%	-11%	-3	20	-0.3	71	-7%	-0.7%	i	6	4%	0.9%
Cc1cc(N/N=C/c2ccc(Cl)cc2)nc(NCc2ccccc2)n1	8%	0%	96	97	18	94	-4%	0.0%	i	-9	6%	2.6%
CCN(CC)S(=O)(=O)c1ccc(C(=O)NCc2ccc3c(c2)cc(C)n3C)cc1	22%	1%	-6	-20	-0.1	80	-4%	-0.6%	i	3	-5%	1.9%
COCCCNc1ncnc2c1nc1n2CCCC1	-4%	-6%	.	.	0.7	93	-1%	-0.3%[50 µM]	.	.	10%	1.2%
COc1ccc(NS(=O)(=O)c2cccc(C(=O)NCC3CCCO3)c2)cc1 (stereo not given)	.	.	.	.	0.0	31	-4%	1.3%[50 µM]	.	.	.	0.3%
CCCCC(NC(C)=O)c1nc2ccccc2n1CCCC (stereo not given)	3%	-2%	15	6	1.8	86	-3%	0.4%	i	6	-15%	1.7%
O=C(Nc1cccnc1)c1cn(-c2ccccc2)nc1-c1cccs1	1%	-1%	18	9	2.2	50	-1%	0.0%	i	-4	5%	8.5%
CN(Cc1ccccc1)C(=S)NC(=O)c1ccc(-c2ccccc2)cc1	6%	-2%	-5	2	9.1	58	0%	-0.5%[50 µM]	i	-2	24%	9.1%
N/C(=N\OC(=O)COc1ccc2ccccc2c1Br)c1ccncc1	19%	-5%	5	9	6.0	60	.	.	i	5	6%	6.4%
COc1ccccc1-n1cnnc1SCC(=O)c1cc(C)n(Cc2cccs2)c1C	-18%	0%	-14	-3	0.4	53	-9%	0.7%	i	5	0%	0.4%	Dengue-2 NS5 capping pilot replicate=-3.0
Cc1ccc(N(CC(O)CN(C)C)S(=O)(=O)c2ccccc2)cc1 (stereo not given)	4%	-9%	-4	4	-0.3	76	-1%	0.4%	i	-4	-3%	0.5%
CCN(c1ccccc1)S(=O)(=O)c1ccc(OC)c(N=N/C(C(=O)Nc2ccccc2)=C(/C)O)c1	5%	7%	2	-18	0.3	68	-5%	0.3%	i	-1	-19%	16%
O=C(O)C(=O)/C(=C\c1ccsc1)c1ccc2ccccc2n1	9%	0%	.	.	-0.3	56	-16%	-0.7%	.	.	25%	2.5%
Cc1cc(=O)[nH]c(CN2CCOCC2)n1	-5%	-5%	-5	-2	0.6	46	5%	1.0%	i	15	6%	2.1%
CNCCOc1ccccc1C(C)(C)C	-9%	-5%	5	18	0.4	90	-2%	0.1%	i	-8	1%	0.8%
COc1ccc(C)cc1-n1ccn(CC(=O)Nc2ccc(Br)cc2F)c(=O)c1=O	.	.	.	.	2.3	66	-1%	1.1%[50 µM]	.	.	.	1.1%
O/N=C1\CC/C(=N\O)c2nn(-c3ccc(Cl)cc3Cl)nc21	17%	-4%	-5	-2	-0.8	45	-4%	6.7%	i	-14	13%	-0.1%
c1ccc(-c2noc(CSc3nnnn3C3CCCCC3)n2)cc1	-11%	-7%	9	5	5.3	85	-3%	1.1%	i	6	5%	?
COc1ccc(C(C)(C)C)cc1NC(=O)C1CC=CCC1C(=O)O (stereo not given)	9%	-6%	0	-15	2.8	53	-5%	0.4%[50 µM]	i	63	0%	0.4%
CC(C)Oc1cc(NC(=O)CS(=O)CC(=O)Nc2cccc(C(F)(F)F)c2)c(Cl)cc1Cl (stereo not given)	5%	8%	-1	11	11	49	-2%	0.9%	i	-4	-4%	0.8%
CCOC(=O)Cc1csc(SCC(=O)Nc2nccs2)n1	.	.	.	.	1.6	72	1%	0.5%[50 µM]	.	.	.	2.3%
CC(NC(=O)OC(C)(C)C)C(=O)N1CCCC1C(=O)NC(Cc1ccccc1)C(N)=O (stereo not given)	7%	6%	-10	4	1.3	91	2%	0.7%	i	-3	5%	0.2%
O=C(CNc1cccc(S(=O)(=O)N2CCOCC2)c1)N1CCc2ccccc21	-27%	-8%	.	.	-1.4	46	0%	0.1%	.	.	4%	0.2%
Cc1cccc(C)c1OC(=O)CCN1C(=O)C2C3C=CC(C4CC34)C2C1=O (stereo not given)	-8%	-4%	9	-8	-0.1	101	-2%	0.0%	i	2	-11%	3.0%
CC(=O)Nc1ccc(N(CC(=O)NC2CCCC2)C(=O)CCC(=O)Nc2cc(C)on2)cc1	9%	-11%	.	.	-0.4	54	-14%	-0.1%	.	.	10%	1.3%
CCCc1nc2ccccc2c(C(=O)OCc2nnc(-c3cc(OC)c(OC)c(OC)c3)o2)c1CC	9%	5%	34	-3	11	62	-7%	10%	i	11	8%	6.9%
CC(C)(C)OC(=O)C(Cc1ccc(OC(C)(C)C)cc1)NC(=O)CNC(=O)OCc1ccccc1 (stereo not given)	9%	-5%	14	17	1.5	40	5%	-1.7%[50 µM]	i	9	1%	-0.3%
Cc1c(OCC(=O)NC2CCN(Cc3ccccc3)CC2)ccc2c3c(c(=O)oc12)CCC3	11%	-2%	.	.	1.7	46	1%	-0.1%	.	.	-6%	1.3%
COCCNc1nc(NCc2ccccc2)c2cnn(C)c2n1	4%	-12%	.	.	0.9	62	-7%	5.0%	.	.	5%	-1.9%
NC(=O)COC(=O)c1cc(S(=O)(=O)N2CCN(c3ccccc3)CC2)ccc1Cl	24%	-9%	-11	6	-0.2	89	-8%	-0.1%	i	-4	-9%	0.1%
CC(=O)Nc1ccc(NCC(=O)c2ccccc2)cc1	12%	-10%	.	.	1.5	42	-8%	0.6%	.	.	-3%	1.0%
COc1ccccc1NC(=O)c1cc(C(=O)O)ccc1C(=O)O	-2%	-8%	-10	-10	-1.7	84	-4%	-0.1%	i	-2	-1%	0.8%
CN(C)c1ccc(C(=S)N2CCCCC2)cc1Br	-5%	-2%	7	15	0.3	109	-4%	-0.8%	i	-29	-16%	2.1%
Cc1cc(=O)[nH]c(Nc2ccc(C(=O)OC(C)C)cc2)n1	10%	2%	-12	-19	-0.1	44	-18%	0.5%	i	-53	-6%	16%
Cc1ccc(OCC(=O)N2CCN(S(=O)(=O)c3ccc4c(c3)OCCO4)CC2)c(C)c1	.	.	.	.	1.8	77	-9%	0.5%[50 µM]	.	.	.	0.0%
Cc1nnc(SCC(=O)NC2CCCCC2)[nH]c1=O	-6%	-10%	.	.	-1.8	40	-3%	0.6%	.	.	-15%	2.2%
O=C1C=C(NCC2CCCO2)C2(CCCCC2)O1 (stereo not given)	8%	-6%	-17	-12	0.2	41	-2%	0.3%	i	7	0%	0.9%
Cc1ccc(N2CN(Cc3ccco3)CNC2=S)cc1	-3%	-5%	7	-1	0.6	35	-5%	-0.4%	i	7	-12%	1.7%
Cc1cc(C)n2nc(C(=O)OCC(=O)NC(=O)c3ccccc3)nc2n1	.	.	.	.	1.6	61	6%	1.2%[50 µM]	.	.	.	0.3%
COc1ccc(S(=O)(=O)N2CCCCC2)cc1NC(=O)CCOc1cc(C)ccc1C	.	.	.	.	0.7	49	1%	0.0%[50 µM]	.	.	.	1.2%
O=C(N/N=C/c1ccc(Br)s1)c1cccc([N+](=O)[O-])c1	4%	-8%	0	-4	0.7	71	2%	5.0%	i	-1	0%	0.7%
Cc1csc2nc(SCC(=O)Nc3ccccc3F)[nH]c(=O)c12	-8%	-3%	.	.	0.2	37	-3%	0.1%	.	.	-5%	2.1%
Cc1cccc(N2CCN(C(=O)c3ccc(Cl)c(S(=O)(=O)NCc4ccco4)c3)CC2)c1C	-4%	6%	74*	10*	4.4	72	-5%	0.0%	i	7	-19%	1.3%
